# Screens from PubChem BioAssay.
# IDH1 R132H inh – human IDH1 R132H inhibition | O75874 | IDH1-R132H enzyme, NADPH consumption, diaphorase/resazurin fluorescence | Potency, µM (top dose mostly 76.6 µM), for inactives: top-dose activity change, negative = inhibition, usual class: inhibitors | 390,000 compounds, 0.093% hits | AID 602179; also: potency is read from the fitted curve at half-maximal effect; % is scaled to controls: 0 for no effect and ±100 for the full control effect; nearly all actives have a fitted effect of over 65% in size
# Target sequence (O75874 whole entry R132H, stated change not applied): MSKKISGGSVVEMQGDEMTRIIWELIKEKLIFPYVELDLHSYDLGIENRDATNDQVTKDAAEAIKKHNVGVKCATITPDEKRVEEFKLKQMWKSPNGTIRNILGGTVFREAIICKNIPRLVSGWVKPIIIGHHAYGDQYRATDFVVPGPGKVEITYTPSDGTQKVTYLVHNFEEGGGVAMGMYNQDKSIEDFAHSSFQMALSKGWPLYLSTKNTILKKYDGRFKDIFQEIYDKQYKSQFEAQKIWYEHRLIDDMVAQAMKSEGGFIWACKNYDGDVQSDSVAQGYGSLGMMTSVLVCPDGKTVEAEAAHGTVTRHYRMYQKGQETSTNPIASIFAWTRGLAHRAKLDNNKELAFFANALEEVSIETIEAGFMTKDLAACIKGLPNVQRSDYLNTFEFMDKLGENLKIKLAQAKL
#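 IDH1-R132H (0.5 ug/mL) preincubated 30 min with compound, then NADPH (0.016 mM) and alpha-KG (2 mM) added; 80 min at RT, pH 7.5. Remaining NADPH coupled via diaphorase/resazurin to fluorescence (540/590 nm); concentration-response curves normalized to no-enzyme control.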
# TRHR agonist – TRH receptor (human) agonism; P34981; TRHR cells, calcium flux fluo-8, FDSS agonist mode; activation, % at 2 µM; 360,000 compounds, 0.18% hits; AID 493084; in the data active = activation above about 30%; also: 0% is about no effect
#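 In this calcium-flux screen, cells bearing human TRHR are dye-loaded with fluo-8, baselined for 10 cycles, then exposed to library compounds; positive kinetic calcium responses during the agonist phase mark hits, with TRH as control.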
# D2 antag – antagonizes the human D2 dopamine receptor; HEK293 TREx D2 cells, calcium flux, dopamine EC80; 340,000 compounds, 2% hits; inhibition, % at 10 µM; P14416; in the data active = inhibition above about 30%; also: 0% is about no effect
#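 In this primary screen, negative modulation is detected by tracking calcium flux after an EC80 dopamine challenge in inducible HEK293 T-REx D2 cells preexposed to test compound for 180 s.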
# TrxR1 substrate – is turned over as a substrate by rat TrxR1; O89049; purified TrxR1 substrate turnover, NADPH consumption readout; Potency, µM (top dose mostly 114 µM), inactives show top-dose activity change, negative = substrate turnover; 390,000 compounds, 0.01% hits; AID 588456; also: potency is read from the fitted curve at half-maximal effect; % is scaled to controls: 0 for no effect and ±100 for the full control effect; nearly all actives have a fitted effect of over 50% in size
# Target sequence (O89049 whole entry, looked up): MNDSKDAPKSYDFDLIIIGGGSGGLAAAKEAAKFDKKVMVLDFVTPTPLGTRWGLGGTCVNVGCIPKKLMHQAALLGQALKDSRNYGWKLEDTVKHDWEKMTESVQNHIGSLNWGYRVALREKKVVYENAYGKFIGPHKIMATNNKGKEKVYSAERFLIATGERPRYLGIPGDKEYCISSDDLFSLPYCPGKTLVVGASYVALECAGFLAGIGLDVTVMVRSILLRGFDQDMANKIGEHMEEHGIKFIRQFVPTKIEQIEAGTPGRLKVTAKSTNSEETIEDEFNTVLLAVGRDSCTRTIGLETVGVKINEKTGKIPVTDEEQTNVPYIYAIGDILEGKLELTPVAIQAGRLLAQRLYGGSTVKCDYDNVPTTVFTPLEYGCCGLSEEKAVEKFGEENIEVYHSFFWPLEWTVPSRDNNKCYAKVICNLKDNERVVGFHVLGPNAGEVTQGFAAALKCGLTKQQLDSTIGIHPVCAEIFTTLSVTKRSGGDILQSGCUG
#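 Rat TrxR1, dispensed at 90 nM, was prereduced with 400 uM NADPH (final) for 5 min at ~22 deg C, then incubated with compound 15 min before 400 uM selenite. A first-read NADPH fluorescence drop versus no-compound background flagged substrates.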
# PI4K2A inh – inhibitors of human PI4K2A. AID 1346378. purified PI4K2A, ADP-Glo luminescence, 1 h; hits give low values. Q9BTU6. activity change, negative = inhibition, % at 76.9 µM. 420,000 compounds, 0.13% hits; in the data active = activity change below about -50%; inconclusive = mostly about -30% to -49%;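 also: -100% = wells without enzyme as full effect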
#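 Compounds are screened against recombinant PI4K2A using PI as substrate and ATP, the latter dispensed at 300 microM. Reactions run one hour at ambient temperature before ADP-Glo detection; full inhibition defined by wells lacking enzyme.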
# USP1-UAF1 inh – blocks the human USP1/UAF1 deubiquitinase complex; O94782; AID 743255; recombinant USP1/UAF1, Ub-Rhodamine cleavage fluorescence; 390,000 compounds, 0.23% hits; Potency, µM (series often up to 57.1 µM), for the others: at the top dose activity change, negative = inhibition, usual class: inhibitors; also: potency is read from the fitted curve at half-maximal effect; % is scaled to controls: 0 for no effect and ±100 for the full control effect; nearly all actives have a fitted effect of over 60% in size; inactives centre near -12
#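 Step one: compound is pinned into 1nM USP1/UAF1 in HEPES pH 7.8 buffer with TCEP. Step two: 15 min room-temperature incubation. Step three: Ub-Rho (150nM final) starts cleavage, tracked by fluorescence over six one-minute reads.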
# D2 agonist – D2 dopamine receptor (human) agonism; AID 485358; P14416; HEK293 T-REx D2 cells, calcium flux agonist mode; 340,000 compounds, 0.53% hits; activation, % at 2 µM;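 active = activation over 3 SD above normal in the single-dose calcium agonist read, cut at about 30% in these data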; also: 0% is about no effect
#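 Calcium-flux readout, 1 cycle/sec over 180 s following compound pin transfer, in inducible HEK293 Trex D2 cells (force-coupled); dopamine controls included. Positive calcium responses during this window marked compounds as potential agonists.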
# TRHR enhancer – TRH receptor (human) allosteric enhancement; AID 493056; enhancement, % at 2 µM; P34981; 360,000 compounds, 0.66% hits; TRHR cells, fluo-8 calcium fluorescence, EC20 TRH enhancement; in the data active = enhancement above about 30%; also: 0% is about no effect
#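 Enhancer read-out: after compound pinning and an initial kinetic agonist-mode read, an EC20 of TRH (10 nM final) was injected and fluo-8 calcium signal (Ex 480/Em 530) followed at 1 s/cycle for 100 cycles in TRHR-expressing cells.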
# rTrxR1 inhibitor – blocks rat thioredoxin reductase 1 | Potency, µM (doses to about 114 µM), for inactives: at the top dose activity change, negative = inhibition, actives largely listed as inhibitors | recombinant rTrxR1, NADPH fluorescence consumption, selenite substrate | 390,000 compounds, 1% hits | O89049; also: potency is read from the fitted curve at half-maximal effect; % is scaled to controls: 0 for no effect and ±100 for the full control effect; nearly all actives have a fitted effect of over 65% in size
#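 Rat TrxR1 (90 nM in the dispensed reagent) was pre-reduced with 400 uM NADPH for 5 min at room temperature, then incubated with compound for 15 min. After 400 uM selenite was added, NADPH fluorescence (Ex 340/Em 450 nm) was followed for 8 min.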
# * = called active by the depositor; ? = inconclusive; nt = not tested or not shown; [ ] = dose if it differs, or a comment. Unless noted, calls follow the shape of the dose curve; as a rule, active = well fitted inhibition curve with a large enough effect; inconclusive = small, poorly fitted or top-dose-only effect; inactive = no such curve, though single readings can be large or run the other way.
SMILES,IDH1 R132H inh,TRHR agonist,D2 antag,TrxR1 substrate,PI4K2A inh,USP1-UAF1 inh,D2 agonist,TRHR enhancer,rTrxR1 inhibitor
CN1CCN(c2nc(-c3cc4ccccc4o3)cs2)CC1,2%,0.4,0,2%,-2,-8%,0.2,-6,6%
CCOc1ccc(/C=N/O)cc1,0%,-0.7,-4,5%[57.1 µM],-1,-6%,-0.9,-1,6%[57.1 µM]
O=C(NCc1ccc(F)cc1)N1CCN(S(=O)(=O)c2ccccc2F)CC1,6%,-0.2,-1,0%,4,-19%,0.1,-4,14%
O=C(Nn1c(-c2ccc(F)cc2)nc2ccccc2c1=O)c1cccnc1,4%,-0.3,-4,-5%[57.1 µM],-1,-13%,0.5,-2,-4%[57.1 µM]
O=C(COC(=O)C1=COCCO1)Nc1cc(S(=O)(=O)N2CCCCC2)ccc1Cl,4%,2.2,7,6%[57.1 µM],-1,-10%,1.9,-6,12%[57.1 µM]
CCCCCCCC(=O)N/N=C/c1cccnc1,7%,-0.2,2,11%[57.1 µM],0,-9%,-1.0,14,8%
Cc1occc1-c1nnc(SCC(=O)c2c[nH]c3ccccc23)n1C,5%,-0.2,1,7%[57.1 µM],-8,-21%,-0.1,-1,?
O=C(Cn1c(=O)cnc2ccccc21)N1CCN(S(=O)(=O)c2ccc(F)cc2)CC1,1%,-0.3,5,-4%,5,-17%,0.1,-4,-3%
CC1CCCN(S(=O)(=O)c2cc3c4c(c2)C(C)C(=O)N4CCC3)C1 (configuration not stated),-10%,0.0,5,-1%,-2,-31%,0.2,-3,10%
CC(=O)Nc1ccc(S(=O)(=O)Nc2ccc(Cl)nn2)cc1,15%,1.0,-10,-8%,3,-13%,1.6,0,-3%
COCCN(C(=O)COC(=O)CCS(=O)(=O)c1ccccc1)c1c(N)n(Cc2ccccc2)c(=O)[nH]c1=O,-9%,0.2,-1,3%[57.1 µM],1,-10%,0.0,-6,6%[57.1 µM]
Cc1ccc(NC(=O)C2CCCN(c3nnc(-n4c(C)ccc4C)s3)C2)cc1Cl (configuration not stated),nt,-1.0,nt,0%,0,-23%,-0.4,7,-3%
COc1ccc(-n2c(=S)[nH]c3ncccc3c2=O)cc1,2%,0.6,5,-6%,10,-19%,0.7,10,-18%
CC(=O)Nc1ccc(S(=O)(=O)NCCC(=O)NCC2COc3ccccc3O2)cc1 (configuration not stated),4%,0.6,1,-5%,2,-2%,0.4,3,-10%
C=CCNC(=S)N/N=C/c1ccc(-c2ccc(Br)cc2)o1,-2%,-1.0,-2,3%,0,-4%,-0.1,6,-11%

# Compound profiles (already shown).
# `CC1CCCN(S(=O)(=O)c2cc3c4c(c2)C(C)C(=O)N4CCC3)C1` (configuration not stated) as listed: IDH1 R132H inh: -10%; TRHR agonist: 0.0; D2 antag: 5; TrxR1 substrate: -1%; PI4K2A inh: -2; USP1-UAF1 inh: -31%; D2 agonist: 0.2; TRHR enhancer: -3; rTrxR1 inhibitor: 10%
# `Cc1occc1-c1nnc(SCC(=O)c2c[nH]c3ccccc23)n1C` as listed: IDH1 R132H inh: 5%; TRHR agonist: -0.2; D2 antag: 1; TrxR1 substrate: 7%[57.1 µM]; PI4K2A inh: -8; USP1-UAF1 inh: -21%; D2 agonist: -0.1; TRHR enhancer: -1; rTrxR1 inhibitor: ?

# Next entries.
SMILES,IDH1 R132H inh,TRHR agonist,D2 antag,TrxR1 substrate,PI4K2A inh,USP1-UAF1 inh,D2 agonist,TRHR enhancer,rTrxR1 inhibitor
COc1ccc(OC)c(NC(=O)c2cc(-c3cc(Cl)ccc3O)n[nH]2)c1,-6%,0.9,-4,14%,4,6%,0.1,-1,-4%
COc1ccc(OC)c(S(=O)(=O)NC2CC2)c1,-10%,0.4,3,8%,-2,-10%,3.3,10,18%
CC(C)C(NC=C1C(=O)OC(C)(C)OC1=O)C(=O)O (configuration not stated),5%,0.4,24,4%,1,-15%,-0.1,9,11%
CC[C@@H]1C(c2cccc(C)c2)=NN(c2ccccc2)[C@H]1C(=O)N1CCOC1=O,1%[38.3 µM],nt,nt,-2%,3,?,nt,nt,12%
C#Cc1ccc([C@H]2C=C(C(=O)NCc3nc4ccccc4[nH]3)O[C@@H](OCC)[C@@H]2CCCO)cc1,7%,nt,nt,-8%[57.1 µM],0,-26%,nt,nt,11%[57.1 µM]
Nc1ncnc2c1ncn2[C@@H]1O[C@H](CNS(=O)(=O)c2ccc(-c3ccno3)s2)[C@@H](O)[C@H]1O,2%,nt,nt,-4%,-6,-17%,nt,nt,5%
O=C(Cc1ccccc1)NCc1ccncc1,1%,0.0,-5,3%,-1,-1%,-0.8,0,6%
CN(c1ccccc1)S(=O)(=O)c1cc(C(=O)Nc2ccccc2N2CCOCC2)ccc1Cl,15%,nt,nt,1%,4,-23%,nt,nt,14%
O=C(CCC(=O)NNc1nc2ccccc2c2nc(-c3ccccc3)nn12)NCCCN1CCCC1=O,18%,0.0,-3,3%,-2,-14%,0.2,0,6%
COCCCNC(=S)Nc1ccc(S(=O)(=O)Nc2cc(OC)nc(OC)n2)cc1,5%,0.5,2,-3%,-3,-18%,0.7,27,-12%
COC(=O)c1ccccc1CCC(C)=O,0%,-1.1,nt,-4%[57.1 µM],3,-18%,nt,7,-1%
COC(=O)CCCCCCCCC(O)CN1CCCCC1 (configuration not stated),10%,0.4,2,7%,5,-10%,0.5,1,10%
O=C1CC(c2ccccc2F)c2c(c3ccccc3[nH]c2=O)O1 (configuration not stated),0%,0.7,-9,12%,0,-15%,0.3,-1,17%
Cc1cc(C)n(-c2ccc(Cl)c(C(=O)O)c2)n1,-2%,-0.8,-5,2%,-2,-6%,-0.8,3,14%
O=C(NNC(=O)c1cccs1)c1cccc(F)c1,-7%,0.3,22,-4%,6,-17%,0.5,-2,-7%
CC(C(=O)Nc1ccccc1F)N1CCN(S(=O)(=O)c2ccc(C(F)(F)F)cc2)CC1 (configuration not stated),-5%,1.2,14,1%[57.1 µM],1,-16%,0.6,-1,10%[57.1 µM]
CCCCn1c(=S)[nH]c2cc(S(=O)(=O)N3CCOCC3)ccc21,5%,nt,nt,-9%,5,-10%,nt,nt,-22%
Cc1cc(NC(=O)C(C)Sc2nc(-c3cccs3)nc3ccccc23)no1 (configuration not stated),0%,0.0,10,33%[activator],0,-16%,1.1,-3,15%
O=c1[nH]c2ccc(Cl)cc2c(-c2ccccc2)c1N1CCN(c2ccccn2)CC1,-5%,0.7,2,8%,-1,-8%,4.0,11,12%
Cc1c(C(=O)N2CCCC2)sc(NC(=O)c2ccco2)c1C#N,1%,-0.2,-6,-11%,1,5%,0.6,5,-3%
CC(=O)Nc1ccc(NC(=O)CSc2nccn2Cc2ccccc2)cc1,2%,0.2,5,-1%,0,-20%,0.5,2,6%
CC(C)Oc1cccc(C(=O)N/N=C/c2ccoc2)c1,-6%,-0.4,-1,1%,3,-5%,-0.5,-7,4%
COc1ccc(CNCc2cc3c(cc2[N+](=O)[O-])OCO3)cc1,10%,-0.9,9,10%[57.1 µM],-3,-14%,-0.6,5,10%[57.1 µM]
Cc1nnc(NC(=O)CSc2ccc3nnc(-c4cccnc4)n3n2)s1,nt,0.3,-16,nt,nt,nt,0.2,4,nt
CCCCNC(=O)CC1N=C2c3ccccc3N=C(SCC(=O)Nc3ccccc3C)N2C1=O (configuration not stated),8%,0.1,9,19%,-2,-3%,-0.1,-7,9%
CCCCOc1ccc(C2C(C(=O)c3ccc(C)o3)=C(O)C(=O)N2Cc2ccco2)cc1 (configuration not stated),nt,0.8,-7,nt,nt,nt,0.5,4,nt
Cc1ccccc1C(=O)Nc1ccc2c(c1)nc(CCNC(=O)c1ccco1)n2C,5%,0.0,nt,-4%,2,-25%,nt,-3,-8%
COc1ccc(OC)c(CNC(=O)C2CCC(=O)N(CCCN3CCCC3=O)C2)c1 (configuration not stated),-5%,0.2,2,-5%,-9,2%,-0.2,-1,-2%
Cc1cc(C)n(-c2nc(Nc3ccccc3)nc(-n3nc(C)cc3C)n2)n1,0%,0.2,-20,10%,-1,-18%,0.4,4,16%
CCS(=O)(=O)N1CCN(S(=O)(=O)c2ccccc2[N+](=O)[O-])CC1,-8%,0.3,-8,2%,3,-16%,0.2,-2,20%
CCn1ncc(C2=NOC(C(=O)Nc3c(C)nn(Cc4ccc(F)cc4)c3C)C2)c1C (configuration not stated),-6%,0.4,-15,0%,-4,-19%,0.5,-4,20%
COc1ccccc1C(=O)NNC1CC(=O)N(c2ccc3c(c2)OCCO3)C1=O (configuration not stated),1%,0.1,9,-11%,-1,-3%,0.1,-4,-11%
Cc1ccc(NC(=O)c2cncc(Br)c2)cc1S(=O)(=O)N(C)C,4%,0.5,-6,-3%,-1,-19%,0.8,-4,10%
Cc1ccccc1Nc1nccc(N(C)C)c1C#N,-6%,0.3,nt,3%[57.1 µM],11,-19%,nt,-5,7%[57.1 µM]
CCOC(=O)N1CCN(C(c2cccnc2)c2ccc3cccnc3c2O)CC1 (configuration not stated),3%,4.5,-35,5%,-3,-24%,0.2,-6,0.4µM*
CCCOc1ccc(-c2csc3ncn(Cc4ccc(C(=O)O)cc4)c(=O)c23)cc1,-8%,18,-5,1%,0,-16%,-0.5,-3,13%
Nc1ccc2oc(Cc3ccc(Cl)cc3)nc2c1,nt,-0.2,nt,1%,-29,15%,nt,6,50µM*
COc1ccc(S(=O)(=O)N2CCN(CCC(=O)Nc3ccc(F)cc3)CC2)cc1,2%,-0.5,-12,-9%,1,-7%,-1.5,-1,-12%
CCOc1cc(C(=O)NCc2ccncc2)cc(OCC)c1OCC,-3%,-1.1,-27,6%,0,4%,-1.7,1,19%
